MBNL1 CUG block: qHTS Assay for Inhibitors of MBNL1-poly(CUG) RNA binding | Muscleblind-like protein 1 (Homo sapiens), Q9NR56 | TR-FRET MBNL1-His/biotin-(CUG)12 binding, 665/545 ratio | Potency, µM (top dose mostly 57.5 µM), for inactives: at the top dose activity change, negative = inhibition, usual class: inhibitors | 280,000 tested, 0.036% active | AID 2675, 2010; active = well fitted inhibition curve with a large enough effect in the signal ratio, with a control signal flat, not every such curve was filed as active; inconclusive = small, poorly fitted or top-dose-only effect, or effect the other way, or a change in a side signal; inactive = no such curve, though single readings can be large or run the other way; the % refers to the signal ratio; note: % is set by controls: 0 for no effect and ±100 for the full control effect
Target sequence (Q9NR56 whole entry, looked up): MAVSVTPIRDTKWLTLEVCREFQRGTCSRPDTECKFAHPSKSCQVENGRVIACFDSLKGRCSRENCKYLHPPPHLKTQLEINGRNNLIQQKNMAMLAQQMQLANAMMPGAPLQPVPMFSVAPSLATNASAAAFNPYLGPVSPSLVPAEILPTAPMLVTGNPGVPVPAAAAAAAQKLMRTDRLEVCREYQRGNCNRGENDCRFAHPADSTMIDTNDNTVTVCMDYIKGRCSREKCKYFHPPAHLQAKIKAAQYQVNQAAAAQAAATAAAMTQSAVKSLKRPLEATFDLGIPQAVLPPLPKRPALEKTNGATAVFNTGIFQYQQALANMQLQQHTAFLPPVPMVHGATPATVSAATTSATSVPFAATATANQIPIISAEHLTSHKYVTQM
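MBNL1-His + Biotin-(CUG)12, cpd titration 92 nM–58 uM; Tb anti-His Ab 0.055 ng/ul, SA-XL665 5 nM (final); 60 min RT; ratiometric 665/545 nm, Ex 340 nm; normalized to buffer and full-complex controls.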
NPC1 promoter act: qHTS Assay for NPC1 Promoter Activators; 320,000 tested, 2.4% active; Potency, µM (titrated, usually from 9.22 µM), inactives show at the top dose activation, hits mostly activators; Huh7 NPC1 promoter luciferase reporter, 24 h;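 note: % of control where 0% means no effect; nearly all actives have a fitted effect of over 60% in size; reporter is driven by a mutant NPC1 promoter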
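Readout is luciferase luminescence, reflecting NPC1 promoter activation in stably transfected Huh7 cells after 24 h compound exposure at 37 °C in reduced-serum medium with 10% FBS.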
p53 reactivator: qHTS assay for re-activators of p53 using a Luc reporter | H1299 p53-A138V BP100-luciferase reporter, luminescence, 24 h | Potency, µM (titrated, usually from 92.2 µM), inactives show at the highest dose activity change, positive = activation, actives largely listed as activators | 320,000 tested, 0.063% active | AID 504706, 2011; note: % of control where 0% means no effect; nearly all actives have a fitted effect of over 45% in size
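H1299 (p53-null), stable ts p53-A138V + BP100-Luc; 1000 cells/well, Opti-MEM/10% FBS; cpd 4 pt, 1:5; 24 h, 37 deg C, 5% CO2; detection reagent 10 min RT; luminescence.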
RORgamma inh: qHTS for inhibitors of ROR gamma transcriptional activity. Nuclear receptor ROR-gamma (Mus musculus), P51450. 310,000 tested, 5.4% active. Potency, µM (titrated, usually from 53.6 µM), for inactives: at the highest dose activity change, negative = inhibition, hits mostly inhibitors. Drosophila S2 Gal4-RORgamma UAS-luciferase reporter, 20 h; note: % is set by controls: 0 for no effect and ±100 for the full control effect; nearly all actives have a fitted effect of over 60% in size
Target sequence (P51450 whole entry, looked up, the tested form may be a part): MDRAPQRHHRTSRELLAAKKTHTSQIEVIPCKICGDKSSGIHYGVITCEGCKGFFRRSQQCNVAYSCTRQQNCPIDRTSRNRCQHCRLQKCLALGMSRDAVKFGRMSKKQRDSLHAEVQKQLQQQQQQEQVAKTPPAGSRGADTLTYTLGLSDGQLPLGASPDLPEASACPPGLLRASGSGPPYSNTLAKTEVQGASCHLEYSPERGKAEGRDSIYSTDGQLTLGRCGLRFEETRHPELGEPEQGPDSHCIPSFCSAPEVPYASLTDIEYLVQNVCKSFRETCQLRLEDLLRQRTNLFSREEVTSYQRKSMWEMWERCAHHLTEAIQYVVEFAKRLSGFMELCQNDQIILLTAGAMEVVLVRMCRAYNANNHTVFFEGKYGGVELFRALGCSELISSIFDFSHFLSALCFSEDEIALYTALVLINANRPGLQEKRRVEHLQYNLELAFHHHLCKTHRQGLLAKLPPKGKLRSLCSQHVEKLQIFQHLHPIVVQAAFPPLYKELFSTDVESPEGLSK
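Read-out: Photinus luciferase luminescence; inhibitors lower reporter signal. Insect Schneider cells with Gal4-ROR gamma fusion under metallothionein promoter, UAS reporter; 700 uM final copper sulfate induction, 20 hr, ambient temperature.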
VP16 counter: VP16 counterscreen qHTS for inhibitors of ROR gamma transcriptional activity. Drosophila S2 Gal4-VP16 UAS-luciferase, luminescence, 20 h. Potency, µM (doses to about 53.6 µM), inactives show at the top dose activity, negative = inhibition, actives largely listed as inhibitors. 310,000 tested, 3.5% active. AID 2546, 2010;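 note: Gal4-VP16 expression switched on by copper sulfate through the metallothionein promoter; % is set by controls: 0 for no effect and ±100 for the full control effect; nearly all actives have a fitted effect of over 50% in size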
uPA generation: qHTS for Inhibitors of Cell Surface uPA Generation | cell surface uPA generation assay, qHTS | Potency, µM (top dose mostly 38.3 µM), for inactives: at the highest dose activity change, negative = inhibition, actives largely listed as inhibitors | 330,000 tested, 0.31% active; active = well fitted inhibition curve with a large enough effect; inconclusive = small, poorly fitted or top-dose-only effect; inactive = no such curve, though single readings can be large or run the other way; tested in mouse RAW 264.7 cells; note: % is set by controls: 0 for no effect and ±100 for the full control effect; nearly all actives have a fitted effect of over 55% in size
BRCA1 expr up: qHTS Assay to Identify Small Molecule Activators of BRCA1 Expression; Potency, µM (top dose mostly 46.1 µM), for the others: top-dose activation, most hits filed as activators; MCF7-BRCA1-FFLuc reporter, luminescence, 48 h; response scale: scaled: vehicle 0%, 10 µM genistein 100%; AID 624202, 2012; 380,000 tested, 1.1% active; note: nearly all actives have a fitted effect of over 80% in size; some results filed as inactive show a strong effect at the top dose
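Activators of BRCA1 expression were detected as increased firefly luciferase luminescence in engineered MCF7 cells after 48 h compound incubation. Signals were scaled to genistein 10 microM as full activation.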
FLuc modulator: qHTS profiling assay for firefly luciferase inhibitor/activator using purifed enzyme and Km concentrations of substrates (counterscreen for miR-21 project) | Luciferin 4-monooxygenase (Photinus pyralis), P08659 | purified FLuc, Km substrates, luminescence inhibition | Potency, µM (series often up to 57.5 µM), inactives show top-dose activity change, negative = inhibition, hits mostly inhibitors | 360,000 tested, 6.9% active | AID 588342, 2011;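 note: plate controls were vehicle for no effect and reference inhibitor for full effect; nearly all actives have a fitted effect of over 55% in size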
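Purified P. pyralis luciferase (10nM final) with 10uM D-luciferin and 10uM ATP (Km levels) in 50mM Tris acetate pH 7.5, 10mM Mg acetate, 0.01% Tween-20, 0.05% BSA; qHTS 6-point titration, ~60 µM downward; luminescence read.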
Rab9 promoter act: qHTS Assay for Rab9 Promoter Activators. Huh7 Rab9 promoter-luciferase reporter, luminescence, 24 h. Potency, µM (top dose mostly 9.22 µM), inactives show at the highest dose activation, negative = inhibition, most hits filed as activators. 320,000 tested, 2.8% active. AID 485297, 2010; note: % of control where 0% means no effect; nearly all actives have a fitted effect of over 60% in size
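Luciferase signal after 10 min detection reagent at ambient indicates Rab9 promoter upregulation; stably transfected Huh7 cells were treated 24 h with compound in DMSO at 37 °C, 5% CO2.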
ELG1 genotox: qHTS screen for small molecules that induce genotoxicity in human embryonic kidney (HEK293T) cells expressing luciferase-tagged ELG1. 330,000 tested, 1.3% active. HEK293T ELG1-luciferase reporter, luminescence, 16 h. Potency, µM (highest dose often 46 µM), without a hit: at the highest dose activity change, positive = activation, most hits filed as activators; note: % of control where 0% means no effect; nearly all actives have a fitted effect of over 60% in size
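After overnight (16 hr) compound treatment at 37 °C, ELG1-luciferase HEK293T cells were lysed with ONE-Glo; luminescence quantified 30 min later at room temperature.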
Starred values were filed as active, the others as inactive; ? = inconclusive; . = not tested or not shown; [ ] = dose if it differs, or a comment. Unless noted, calls come from the whole dose curve; as a rule, active = well fitted curve in the direction sought with a large enough effect; inconclusive = small, poorly fitted or top-dose-only effect, or another doubt; inactive = no such curve, though single readings can be large; an effect the other way counts as inactive or inconclusive. Potency is the fitted concentration of half-maximal effect.

SMILES | MBNL1 CUG block | NPC1 promoter act | p53 reactivator | RORgamma inh | VP16 counter | uPA generation | BRCA1 expr up | FLuc modulator | Rab9 promoter act | ELG1 genotox
Cc1ccc(S(=O)(=O)NCC(=O)OCC(=O)N2CC(C)OC(C)C2)cc1 (stereo unspecified) | . | . | 8% | . | . | 11% | -1% | . | . | 2%
COc1ccccc1C(=O)N1CCN(Cc2cccnc2)CC1 | -1% | 1% | 4% | 11% | 0% | 5% | -4% | 1% | -7% | -1%
O=C(CSc1nc2ccccc2[nH]1)N1CCN(c2ccc(F)cc2)CC1 | -5% | -4% | -3% | ? | 15% | 11% | -16% | -6% | -2% | -16%
CCOc1ccccc1NS(=O)(=O)c1c(C)noc1C | ? | 3% | -5% | 1% | -1% | 6% | -23% | -3% | 2% | 23µM*
COc1ccc2c(c1OC)C(=O)N(c1cccc(/C=C/C(=O)O)c1)C2 | ? | 29% | 3% | ? | ? | ? | 19% | 3µM* | 24% | ?
COc1ccc(C(=O)C(C)N(C(=O)c2ccc(Cl)cc2Cl)N2C(=O)C3C4C=CC(C4)C3C2=O)cc1 (stereo unspecified) | -3% | -2% | -13% | -16% | -13% | -2% | -30% | -3% | -9% | -9%
COc1ccc(NC(=O)CN(c2ccc([N+](=O)[O-])cc2)S(=O)(=O)c2ccccc2)cc1 | . | -26% | -6% | -9% | -7% | -4% | -79% | -1% | -4% | -4%
Brc1ccc(Oc2ncc(CN3CCN(c4ccccc4)CC3)s2)cc1 | -5% | 1% | 14% | -26% | -7% | 0% | -17% | -2% | 8% | 0%
Cc1cccc(OCCNc2cc(N3CCN(CCO)CC3)ccc2[N+](=O)[O-])c1 | ? | -1% | 4% | ? | -4% | 5% | -64% | ? | -1% | -1%
O=C1C(Cl)=C(N2CCOCC2)C(=O)N1CCc1ccccc1 | ? | 13% | 8% | 34% | -2% | 4% | -3% | 19µM* | ? | ?
COc1ccc(O)c(CN2CCCC(N3CCc4ccccc4C3)C2)c1 (stereo unspecified) | -1% | -1% | -7% | -6% | -1% | -24% | -26% | -1% | -1% | -6%
CS(=O)(=O)Nc1ccc(C(=O)CSc2nnc(C3CC3)n2C2CC2)cc1 | . | 0% | 3% | . | . | -1% | 1% | 3% | -4% | -1%
COc1ccc(CN2CCNC(=O)C2CC(=O)N(C)CC2CCOCC2)cc1C (stereo unspecified) | -5% | -2% | . | . | . | 5% | -14% | 0% | 2% | 4%
CCOC(=O)c1cc2ccccc2n1CCN(CC)CC | -2% | -1% | 8% | -2% | 1% | . | -18% | 1% | -3% | -2%
COc1ccc(NC(=O)c2cc3c(CO)cnc(C)c3oc2=Nc2cc(OC)cc(OC)c2)cc1 | 22% | 0% | -18% | 0% | 2% | 7% | -14% | -3% | -4% | -11%
CC(C)CC(NC(N)=O)C(=O)OCC(=O)Nc1ccc(OC(F)F)cc1 (stereo unspecified) | -7% | 0% | 0% | 18% | 5% | -3% | 1% | 3% | 0% | -2%
O=[N+]([O-])c1ccccc1OCc1nc(-c2cccs2)no1 | ? | 2.5µM* | 20% | ? | -7% | -22% | 2.8µM* | 6.7µM* | 2.5µM* | ?
CCOC(=O)N1CCN(CC(O)COc2ccc(-c3ccccc3)cc2)CC1 (stereo unspecified) | -2% | -2% | -9% | 25% | 6% | 3% | -19% | -3% | -3% | -3%
COc1cc(C(C)=O)ccc1OCCCN1CCC(Cc2ccccc2)CC1 | -4% | 0% | . | . | . | -8% | -18% | -1% | 1% | -6%
COc1cccc(C2NC(=O)NC(C)=C2C(=O)Nc2ccc(C)cc2)c1OC (stereo unspecified) | 3% | 2% | 2% | 11% | -2% | 3% | 5% | 0% | 5% | -6%
Cc1c(Cl)cccc1NC(=O)CN1CCN(CCO)CC1 | -4% | 0% | 0% | -40% | -2% | . | -6% | 3% | -1% | 0%
Cc1ccccc1OCCn1c(CCNC(=O)C(C)C)nc2ccccc21 | -16% | -2% | -2% | ? | 1% | -1% | -7% | 2% | -3% | -2%
Cc1c(Br)c([N+](=O)[O-])nn1CC(=O)N1CCCc2ccccc21 | 25% | 2% | 16% | 25% | -9% | 4% | -8% | -1% | 7% | 16%
COc1ccc(CCNS(=O)(=O)c2cccc([N+](=O)[O-])c2)cc1 | ? | 2% | 1% | -36% | -13% | 2% | -8% | 3% | 3% | 0%
CCN(C[C@H]1N[C@@](CC)(C(=O)OC)[C@H]2C(=O)N(Cc3ccccc3)C(=O)[C@@H]12)C(=O)c1ccc(C)cc1 | . | . | -7% | . | . | 20% | -4% | . | . | -9%

4 structures already listed, sorted by SMILES length, descending:
SMILES | MBNL1 CUG block | NPC1 promoter act | p53 reactivator | RORgamma inh | VP16 counter | uPA generation | BRCA1 expr up | FLuc modulator | Rab9 promoter act | ELG1 genotox
CS(=O)(=O)Nc1ccc(C(=O)CSc2nnc(C3CC3)n2C2CC2)cc1 | . | 0% | 3% | . | . | -1% | 1% | 3% | -4% | -1%
Cc1c(Br)c([N+](=O)[O-])nn1CC(=O)N1CCCc2ccccc21 | 25% | 2% | 16% | 25% | -9% | 4% | -8% | -1% | 7% | 16%
COc1cc(C(C)=O)ccc1OCCCN1CCC(Cc2ccccc2)CC1 | -4% | 0% | . | . | . | -8% | -18% | -1% | 1% | -6%
CCOc1ccccc1NS(=O)(=O)c1c(C)noc1C | ? | 3% | -5% | 1% | -1% | 6% | -23% | -3% | 2% | 23µM*

Next part.
SMILES | MBNL1 CUG block | NPC1 promoter act | p53 reactivator | RORgamma inh | VP16 counter | uPA generation | BRCA1 expr up | FLuc modulator | Rab9 promoter act | ELG1 genotox
CCN(c1ccccc1)S(=O)(=O)c1ccc(Cl)c(C(=O)N2CCCC2)c1 | . | 0% | 1% | . | . | -3% | 2% | -1% | -1% | -4%
COc1ccc([C@@H]2C[C@H](c3ccccc3)Oc3cc(OC)c(OC)c(OC)c32)cc1 | -6% | 0% | -1% | 0% | 8% | 1% | -7% | -5% | -3% | -1%
CCOc1ccccc1NC(C)C(=O)NC(=O)NC1CCCCC1 (stereo unspecified) | . | 0% | 1% | . | . | 9% | -7% | -1% | -3% | 0%
COC(=O)C1=C(C)NC2=C(C(=O)CCC2)C1c1ccsc1 (stereo unspecified) | 18% | 3% | -28% | 5% | 5% | . | . | 3% | 2% | 1%
COc1ccc(C2NC(=O)CS2)cc1 (stereo unspecified) | -1% | 0% | 0% | -2% | -10% | -1% | -22% | -2% | 2% | 6%
Nc1c(-c2ccc(F)cc2)cnc2ncnn12 | -2% | -4% | -3% | -11% | -29% | -2% | 0% | -2% | 0% | 5%
CCOC(=O)c1cnc2c(ccc3ccccc32)c1Cl | 7% | -3% | . | -21% | 27% | -9% | -27% | 3µM* | 5% | ?
COC(=O)c1ccc(C2C(C(=O)Nc3ccc(C)cc3C)=C(C)Nc3ncnn32)cc1 (stereo unspecified) | 15% | 0% | -2% | -12% | 2% | 8% | -3% | 3% | -6% | 4%
O=C(NC1CCCC1)C(c1ccncc1)N(C(=O)Cc1cccs1)c1ccccc1 (stereo unspecified) | 4% | -1% | -3% | -19% | -18% | 3% | 1% | -1% | 3% | -4%
Cn1nnnc1SCC(=O)Nc1ncc(Cl)cc1Cl | . | 2% | 3% | . | . | 2% | -1% | -3% | -3% | -1%
COc1ccc(C(C)=O)c(Oc2nc(CN3CCOCC3)nc3scc(-c4cccs4)c23)c1 | 6% | 0% | -3% | -23% | 17% | 3% | -21% | 4% | 3% | 2%
CCSc1nc2c(c(=O)[nH]1)C(c1cccnc1)C(C(=O)OC(C)C)=C(C)N2 (stereo unspecified) | -13% | -5% | -12% | -6% | -4% | -11% | -1% | -3% | -4% | 7%
COc1ccc(C)cc1NC(=O)CCS(=O)(=O)c1cccc2nonc12 | ? | -1% | -3% | 23% | -10% | 4% | -20% | 0% | 5% | -1%
CC1=C/C(=C/N(C)C)C(=O)O1 | 4% | -2% | -1% | -1% | -5% | -12% | -3% | 5% | -9% | 6%
CCS(=O)(=O)Nc1ccc(-c2cc(-c3ccccc3)c3cc(C)ccc3n2)cc1 | 32%[activator] | 0% | -13% | ? | -4% | -2% | -92%[inhibitor] | 5% | -6% | 2%
Cc1ccc(NC2OC(C(O)CO)C(O)C2O)cc1[N+](=O)[O-] (stereo unspecified) | 7% | 2% | -3% | ? | -13% | -2% | 2% | 2% | 5% | 1%
C#CC(C)(C)NC(=O)c1ccccc1OC | -12% | 2% | ? | -17% | 0% | 2% | 10% | -2% | 1% | -2%
COc1ccc(C(=O)N2CCCCCC2)cc1OC1CCN(C(C)C)CC1 | -1% | 0% | 17% | -13% | -7% | 0% | -6% | 5% | -2% | 4%
C=C(Cl)COC(=O)C1C2C=CC(C2)C1C(=O)O (stereo unspecified) | -4% | -2% | -12% | -1% | -6% | -5% | -14% | 10% | -3% | 4%

High-throughput results (PubChem)

Compounds as they come. Share with any hit: about 13%.
